# E coli Lon inh: E. coli protease La inhibition; purified E. coli Lon protease, fluorescence polarization; inhibition, % at 7.94 µM; 0.42% of 360,000 active; AID 602123; in the data active = inhibition above about 13%, passing the limit was not always enough;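 note: 0% = enzyme with probe and DMSO and 100% = no enzyme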
# SKN-1 block: C. elegans SKN-1 inhibition; C. elegans VP596 Pgst-4::GFP/RFP ratio, acrylamide-induced, 24 h; AID 624304; inhibition, % at 21.8 µM; 0.49% of 360,000 active;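 active = interference check ratio from 0.5 to 1.5 plus GFP to RFP signal ratio inhibition reaching or exceeding a fixed threshold, cut at about 30% in these data, passing the limit was not always enough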; note: some compounds called inactive have numbers as strong as hits
# Neddylation inh: blocks human cullin neddylation; TR-FRET cullin neddylation, biochemical; calls only at 25 µM; 0.58% of 360,000 active; in the data active = inhibition above about 36%
# MT1-MMP act inh: blocks activation of human MT1-MMP; HT1080 RFP-PRO-GFP cells, GFP/RFP ratio fluorescence, overnight; percent of plate control window, DMSO zero; GFP/RFP ratio change, % at 20 µM; 0.061% of 360,000 active;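 active = GFP/RFP ratio change of at least 30% with cell ATP level not reduced by more than half and red fluorescence within 50% of control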; note: strong numbers were not always called active
#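 Read-out: GFP/RFP fluorescence ratio; Test system: RFP-PRO-GFP reporter HT1080 cells; Compound dosing: single-point 20 µM compound, 1% DMSO; Times: overnight compound exposure at 37 °C.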
# NRP1-CendR mod: alters CendR peptide binding to human NRP-1; FAM-RPARPAR peptide binding to NRP-1, fluorescence polarization; inhibition, % at 25 µM; 0.85% of 360,000 active; AID 602438;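 active = inhibition or corrected inhibition above about 18%, plus a signal ratio from 0.5 to 1.5, limit read from the data, passing the limit was not always enough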; note: strong numbers were not always called active
# Target sequence (O14786 whole entry, looked up): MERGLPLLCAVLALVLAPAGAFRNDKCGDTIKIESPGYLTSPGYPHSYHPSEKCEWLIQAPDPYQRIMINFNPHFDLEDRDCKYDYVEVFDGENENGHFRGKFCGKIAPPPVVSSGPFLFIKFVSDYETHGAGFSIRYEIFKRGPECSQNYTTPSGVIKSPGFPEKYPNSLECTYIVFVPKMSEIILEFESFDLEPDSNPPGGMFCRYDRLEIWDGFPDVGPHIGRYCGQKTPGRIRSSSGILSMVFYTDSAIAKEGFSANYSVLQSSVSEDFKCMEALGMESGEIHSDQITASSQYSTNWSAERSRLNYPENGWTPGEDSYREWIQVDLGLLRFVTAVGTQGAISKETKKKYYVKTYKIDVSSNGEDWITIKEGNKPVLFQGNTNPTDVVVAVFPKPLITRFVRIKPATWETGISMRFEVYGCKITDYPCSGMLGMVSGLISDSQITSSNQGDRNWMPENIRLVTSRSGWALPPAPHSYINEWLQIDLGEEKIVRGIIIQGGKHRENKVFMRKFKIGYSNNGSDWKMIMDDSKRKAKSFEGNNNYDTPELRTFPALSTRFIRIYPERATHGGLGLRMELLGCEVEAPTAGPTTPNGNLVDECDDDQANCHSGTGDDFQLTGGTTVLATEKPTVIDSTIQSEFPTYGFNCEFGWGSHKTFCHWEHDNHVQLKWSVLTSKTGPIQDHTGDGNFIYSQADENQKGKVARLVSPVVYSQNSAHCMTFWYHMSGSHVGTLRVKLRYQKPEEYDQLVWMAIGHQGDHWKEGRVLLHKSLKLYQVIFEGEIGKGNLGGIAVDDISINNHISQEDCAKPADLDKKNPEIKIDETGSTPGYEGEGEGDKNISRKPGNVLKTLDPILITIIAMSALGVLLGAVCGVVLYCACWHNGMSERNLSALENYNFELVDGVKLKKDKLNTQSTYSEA
# Rin1-Abl PPI inh: inhibitors of human Rin1-Abl protein interaction | P00519+Q13671 | TR-FRET Rin1/Abl binding, biochemical | inhibition, % at 7.35 µM | 0.4% of 360,000 active | AID 588664; in the data active = inhibition above about 5%, passing the limit was not always enough
# FAS-TE inh: inhibitors of human fatty acid synthase thioesterase domain | AID 602261 | P49327 | 0.67% of 360,000 active | recombinant FAS-TE, OMFH fluorogenic substrate, fluorescence endpoint | inhibition, % at 15 µM;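 active = compounds whose normalised, plate-corrected inhibition of enzyme fluorescence in the single-dose primary screen is 50% or more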;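 note: 0% = DMSO with enzyme and 100% = substrate without enzyme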
# MsrA act: activators of bovine methionine sulfoxide reductase A; 0.3% of 360,000 active; purified bovine MsrA, absorbance read-out; activation, % at 10.6 µM; AID 602163; in the data active = activation above about 7.5%;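 note: 0% = vehicle and 100% = reference activator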
# MLLE-PAM2 inh: blocks PAM2 peptide binding to the PABP1 MLLE domain. inhibition, % at 20 µM. AID 588489. GST-MLLE / FITC-PAM2 fluorescence polarization. 0.36% of 360,000 active; in the data active = inhibition above about 35%, passing the limit was not always enough;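 note: plate controls were DMSO wells with GST-MLLE for no effect and wells lacking GST-MLLE protein for full effect; some results filed as inactive read as strong as hits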
# Starred values were filed as active, the others as inactive; i = inactive. An unsorted share of the library. About 4% of those tested had a hit in this group.
nr	SMILES	E coli Lon inh	SKN-1 block	Neddylation inh	MT1-MMP act inh	NRP1-CendR mod
1	Clc1ccc(SCc2cn3ccsc3n2)cc1	-2	11	i	-6	7
2	CCc1nc2c(OCc3ccc(C(=O)OC)cc3)cccn2c1N(C)C(=O)c1ccc(OC)cc1	-4	10	i	0	1
3	Cc1ccc2nc(Cl)nc(-c3ccccc3)c2c1	3	9	i	-6	14
4	COc1ccc(/C=C2\SC(=O)N(CCNC(=O)Cc3coc4cc(C)ccc34)C2=O)cc1OC	-7	2	i	-1	-12
5	CN1CCC(=O)N([C@H](CSc2ccc(Br)cc2)c2ccccc2)CC1	1	12	i	1	18
6	Cc1ccc(S(=O)(=O)N2CCN(C(=O)CN3C(=O)c4ccccc4C3=O)CC2)c(C)c1	-5	1	i	0	-2
7	CCN(CC)c1cc(C)c2ccccc2n1	-4	1	i	-4	-4
8	COCCCN1C(=O)c2ccc(C(=O)Nc3ccc(OC)cc3)cc2C1=O	0	4	i	1	-5
9	O=C(c1ccco1)N1CCN(Cc2nnc(-c3ccccc3F)o2)CC1	-4	2	i	1	15
10	Cc1ccc(NC(=O)CN(C)C(=O)c2ccc(OCc3cn4ccccc4n3)cc2)cc1	1	14	i	12	-2

nr	Rin1-Abl PPI inh	FAS-TE inh	MsrA act	MLLE-PAM2 inh
1	-5	3	-2	-3
2	-1	0	2	-1
3	4	14	-2	7
4	-1	17	-3	0
5	5	7	-2	9
6	1	10	-3	-12
7	1	-5	-5	-110
8	4	-2	2	5
9	1	-5	-9	1
10	5	-3	-9	4

# The list goes on:
nr	SMILES	E coli Lon inh	SKN-1 block	Neddylation inh	MT1-MMP act inh	NRP1-CendR mod
11	Cc1ccc(NC(=O)Cn2cnc3c(cnn3C(C)(C)C)c2=O)cc1	0	0	i	0	-3
12	CC(=O)Oc1c(Br)cc(N(C(C)=O)S(=O)(=O)c2ccccc2)c2ccccc12	6	-3	i	-6	5
13	CCCCn1c(N)c(N(CCOC)C(=O)COC(=O)C(C)(C)Oc2ccc(Cl)cc2)c(=O)[nH]c1=O	13	6	i	-1	-5
14	Cc1nn(-c2ccccc2)c(Cl)c1/C=N/NC(=O)OC(C)(C)C	8	22	i	-5	-5
15	CN1C(=O)C2(C(C#N)=C(N)N(c3cc(Cl)cc(Cl)c3)C3=C2C(=O)CCC3)c2ccccc21 (centres undefined)	3	-3	i	-1	13
16	CC(=O)Nc1ccc2c(c1)ncn2C1CCCCC1	-4	-7	i	-2	0
17	COc1ccccc1CC(=O)Nc1ccc([N+](=O)[O-])cc1OC	-1	-6	i	-5	4
18	COc1ccccc1NC(=O)c1cc(N2C(=O)C3C4CCC(C4)C3C2=O)ccc1Cl (centres undefined)	6	0	i	-1	7
19	COc1ccccc1C1SCCN1C(=O)c1ccc([N+](=O)[O-])cc1 (centres undefined)	6	-5	i	-1	8
20	C=CCNC(=S)NNC(=O)C(CCC(C)C)CC(C)O (centres undefined)	-4	15	i	1	-12

nr	Rin1-Abl PPI inh	FAS-TE inh	MsrA act	MLLE-PAM2 inh
11	-1	2	-1	7
12	3	20	-10	23
13	0	-5	-5	-25
14	-4	5	0	-8
15	-3	-8	-1	-7
16	1	-6	-2	1
17	-2	17	-4	-12
18	2	0	-1	-3
19	-3	1	-2	4
20	0	-10	-2	-24

# (further entries)
nr	SMILES	E coli Lon inh	SKN-1 block	Neddylation inh	MT1-MMP act inh	NRP1-CendR mod
21	CC(=O)c1cccc(NC(=O)CC2S/C(=N/N=C/c3cccs3)NC2=O)c1 (centres undefined)	-13	3	i	4	7
22	Cc1ccc(NNC(=O)c2ccno2)cc1C	-1	-12	i	-2	0
23	CC(O)CN(CCC(N)=O)CCC(N)=O (centres undefined)	3	1	i	4	-7
24	CC(C)NC(=O)C1(C)CCN1C(=O)c1ccccc1Oc1ccccc1 (centres undefined)	-15	7	i	2	1
25	CSc1ncccc1C(=O)OCc1ccc(C#N)cc1	0	-5	i	3	-4
26	CC(C(=O)N(C)C1CCCCC1)N1CCC(C(N)=O)CC1 (centres undefined)	2	9	i	3	8
27	CCOC(=O)C1(Cc2cccc(OC)c2)CCCN(C(=O)c2cc(C)on2)C1 (centres undefined)	3	12	i	-2	-5
28	CN1N=C(C(C)(C)C)CSC1=Nc1ccccc1	1	15	i	0	-5
29	COc1cc(CCCN2CCNC[C@H]2Cc2cccc3ccccc23)cc(OC)c1OC	9	8	i	-1	-7
30	Cc1cccc(N2CCCn3c2nc2c3c(=O)[nH]c(=O)n2C)c1	-2	-4	i	9	-1

nr	Rin1-Abl PPI inh	FAS-TE inh	MsrA act	MLLE-PAM2 inh
21	-2	1	-5	3
22	-1	-3	-5	5
23	0	-4	1	-8
24	0	-5	-1	2
25	-9	-3	-3	-4
26	2	-5	0	-5
27	1	3	-3	-4
28	2	10	-2	2
29	-3	-12	-3	-7
30	0	-5	-2	10

# Additional compounds follow:
nr	SMILES	E coli Lon inh	SKN-1 block	Neddylation inh	MT1-MMP act inh	NRP1-CendR mod
31	CS(=O)(=O)N1CCCC(C(=O)Nc2ccccc2)C1 (centres undefined)	-11	7	i	1	6
32	Cc1nnc(SCC(=O)NC2CCCC2)s1	-2	14	i	-1	-6
33	CCN(CC(=O)Nc1c(F)cccc1F)C(=O)CCc1nc2sc3c(c2c(=O)[nH]1)CCCC3	-24	5	i	-4	-51
34	O=C(CSc1ncnc2ccccc12)c1ccco1	7	-15	i	-8	-5
35	Oc1ccc(N2CCN(c3ccnc4cc(Cl)ccc34)CC2)cc1	-15	20	i	-8	16
36	COCCCNC(=O)c1nc2c(nnn2Cc2cc(C)ccc2C)c(=O)[nH]1	-5	-7	i	14	-6
37	CCCCC1=CC2=CC(=O)C(C)(OC(=O)c3cccs3)C(=O)C2=CO1 (centres undefined)	-20	21	i	-2	-71
38	O=C(CNS(=O)(=O)c1ccccc1)N/N=C/c1ccccc1[N+](=O)[O-]	3	-4	i	-2	2
39	COc1ccc(OC)c(NS(=O)(=O)c2ccc3[nH]c(=O)[nH]c3c2)c1	12	11	i	-2	-4
40	CCn1nnnc1NCc1c(OC)ccc2ccccc12	-4	5	i	2	5

nr	Rin1-Abl PPI inh	FAS-TE inh	MsrA act	MLLE-PAM2 inh
31	1	-4	-3	3
32	-3	-7	-5	6
33	3	-4	-4	-50
34	-7	-6	-9	30
35	2	7	0	24
36	-4	-7	-2	9
37	3	-8	-3	-37
38	-1	-1	-1	-10
39	0	0	1	6
40	-1	-1	-3	3

# (more compounds)
nr	SMILES	E coli Lon inh	SKN-1 block	Neddylation inh	MT1-MMP act inh	NRP1-CendR mod
41	COc1ccc(C2=NN(C(=O)CN3CCCCC3)C(c3ccc(OC)cc3)C2)cc1 (centres undefined)	3	-9	i	2	6
42	CN(CCO)C(=O)c1c(NC(=O)c2ccccc2)sc2c1CCCC2	-2	-5	i	0	2
43	N#CCCN(C(=O)COC(=O)CCc1c[nH]c2ccccc12)c1ccc(F)cc1	-3	8	i	-3	2
44	COc1ccc(CNC(=O)CSc2nc3c(oc4ccccc43)c(=O)n2CC2CCCO2)cc1 (centres undefined)	-7	23	i	-2	2
45	Cc1cc(N2C(=O)c3ccc(C(=O)Nc4ccc(CC(=O)O)cc4)cc3C2=O)no1	4	-11	i	1	-20
46	CCCC[C@@H]1CNC(=S)N1CCCc1cc(OC)c(OC)c(OC)c1	1	19	i	0	2
47	Cc1cccc(N2CCN(C(=O)CSc3nc4ccccc4nc3N3CC(C)OC(C)C3)CC2)c1C (centres undefined)	2	7	i	-8	9
48	Cc1cccc(N2CCN(C(=S)c3ccc(-c4ccccc4[N+](=O)[O-])o3)CC2)c1	3	-4	i	5	0
49	CCOC(=O)CSc1nnc2c3ccccc3n(CC)c2n1	-1	-2	i	1	-4
50	O=C(Nc1ccccc1C(=O)Nc1ccccn1)c1cccc([N+](=O)[O-])c1	2	-7	i	8	-6

nr	Rin1-Abl PPI inh	FAS-TE inh	MsrA act	MLLE-PAM2 inh
41	-1	2	-1	5
42	-2	-4	-2	5
43	0	0	-2	-3
44	-1	-1	-1	14
45	2	0	-4	-6
46	1	-4	1	-130
47	-3	18	-2	-7
48	0	16	-2	23
49	-2	4	-2	-6
50	1	12	-9	2

# Some of the entries so far, tab-delimited:
no.	SMILES	E coli Lon inh	SKN-1 block	Neddylation inh	MT1-MMP act inh	NRP1-CendR mod	Rin1-Abl PPI inh	FAS-TE inh	MsrA act	MLLE-PAM2 inh
40	CCn1nnnc1NCc1c(OC)ccc2ccccc12	-4	5	i	2	5	-1	-1	-3	3
41	COc1ccc(C2=NN(C(=O)CN3CCCCC3)C(c3ccc(OC)cc3)C2)cc1 (centres undefined)	3	-9	i	2	6	-1	2	-1	5
42	CN(CCO)C(=O)c1c(NC(=O)c2ccccc2)sc2c1CCCC2	-2	-5	i	0	2	-2	-4	-2	5
43	N#CCCN(C(=O)COC(=O)CCc1c[nH]c2ccccc12)c1ccc(F)cc1	-3	8	i	-3	2	0	0	-2	-3
44	COc1ccc(CNC(=O)CSc2nc3c(oc4ccccc43)c(=O)n2CC2CCCO2)cc1 (centres undefined)	-7	23	i	-2	2	-1	-1	-1	14
45	Cc1cc(N2C(=O)c3ccc(C(=O)Nc4ccc(CC(=O)O)cc4)cc3C2=O)no1	4	-11	i	1	-20	2	0	-4	-6
46	CCCC[C@@H]1CNC(=S)N1CCCc1cc(OC)c(OC)c(OC)c1	1	19	i	0	2	1	-4	1	-130
47	Cc1cccc(N2CCN(C(=O)CSc3nc4ccccc4nc3N3CC(C)OC(C)C3)CC2)c1C (centres undefined)	2	7	i	-8	9	-3	18	-2	-7
48	Cc1cccc(N2CCN(C(=S)c3ccc(-c4ccccc4[N+](=O)[O-])o3)CC2)c1	3	-4	i	5	0	0	16	-2	23
49	CCOC(=O)CSc1nnc2c3ccccc3n(CC)c2n1	-1	-2	i	1	-4	-2	4	-2	-6
50	O=C(Nc1ccccc1C(=O)Nc1ccccn1)c1cccc([N+](=O)[O-])c1	2	-7	i	8	-6	1	12	-9	2

# Next compounds follow.
nr	SMILES	E coli Lon inh	SKN-1 block	Neddylation inh	MT1-MMP act inh	NRP1-CendR mod
51	COC(=O)c1ccc(NC(=O)Cc2ccccc2)cc1	5	-14	i	2	3
52	O=C(CSc1nc(C(F)(F)F)cc(=O)[nH]1)N1CCOCC1	-3	5	i	-10	3
53	Cc1ccc(S(=O)(=O)/N=C(\c2ccc(F)cc2)n2c(C)nc3ccccc32)cc1	4	5	i	6	13
54	Cc1cc(C(c2ccc(C)o2)c2ccc(C)o2)c(O)c([N+](=O)[O-])c1	-6	-2	i	0	10
55	O=C(NNS(=O)(=O)c1ccccc1)C1CCN(S(=O)(=O)c2ccc(Cl)cc2)CC1	-9	-6	i	0	-7
56	C=CCn1c(SCC(=O)NC)nc2sc3c(c2c1=O)CCC3	-1	6	i	8	3
57	Cc1ccccc1OCC(=O)Nc1ccc2c(c1)n(C)c(=O)n2C	-3	-2	i	9	7
58	Cc1ccc(CN2CCN(/N=C/c3ccc(C(F)(F)F)cc3)CC2)cc1	2	-5	i	-4	-8
59	CC(C)c1ccc(C(=O)N2CCCCC2c2cc(C(=O)NCc3cccnc3)no2)cc1 (centres undefined)	0	6	i	-3	11
60	O=C(O)CCCNc1c(C(=O)Nc2ccc(Cl)cc2)cc([N+](=O)[O-])cc1[N+](=O)[O-]	-1	1	i	3	0
61	COc1cc(C2=NOC(C(=O)NCc3ccccn3)C2)cc(OC)c1OC (centres undefined)	-4	14	i	4	12
62	CCC(=O)Nc1ccccc1Oc1ccccc1	1	-6	i	0	2

nr	Rin1-Abl PPI inh	FAS-TE inh	MsrA act	MLLE-PAM2 inh
51	-1	-4	0	12
52	1	-4	-1	2
53	-2	-3	7	7
54	-3	25	0	13
55	3	-5	-1	-8
56	-2	-7	-6	0
57	-2	1	-4	3
58	2	24	-3	17
59	1	-3	-2	7
60	-3	74*	-4	15
61	-1	-8	-3	3
62	-2	-4	-1	-3

# High-throughput results (PubChem BioAssay)
